Bioassay records: PubChem BioAssay, Sanford-Burnham Center for Chemical Genomics
mouse IAP activators = activators of mouse IAP, confirmation, biochemical, luminescence, single concentration (AID 434970); purified mouse IAP, CDP-Star luminescence, 30 min; active compounds read low; intestinal alkaline phosphatase [Mus musculus]; 11,000 tested, 2.9% active; activity change, negative = activation, % at 10 µM; in the data active = activity change below about -85%;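 note: percent relative to enzyme plus DMSO wells and wells without enzyme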
mouse IAP activators Fold change = recorded beside mouse IAP activators, whose call it bears; activation factor; measured here: IAP activation factor; active compounds read high;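 fold luminescence change scaled to plate control wells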
Active calls of the source: *. An excerpt; rates above refer to the full screens.

Sample of the layout (two entries):
SMILES | mouse IAP activators | mouse IAP activators Fold change
Oc1ccc(-c2csc(Nc3cccc4ccccc34)n2)cc1O | 80 | 0.2
N=C1/C(=C\c2ccc(SCc3ccco3)o2)C(=O)N=C2SC=NN12 | 76 | 0.23

The listing, from the start:
SMILES | mouse IAP activators | mouse IAP activators Fold change
Oc1ccc(-c2csc(Nc3cccc4ccccc34)n2)cc1O | 80 | 0.2
N=C1/C(=C\c2ccc(SCc3ccco3)o2)C(=O)N=C2SC=NN12 | 76 | 0.23
CCCC(=O)N1CCN(c2ccc(NC(=O)c3ccccc3)cc2)CC1 | 3 | 0.97
Cc1cc(N2CCN(c3nnnn3-c3ccccc3)CC2)n2ncnc2n1 | 8 | 0.92
C[n+]1c2n(c3ccccc31)N=C(c1ccccc1)CS2 | 32 | 0.68
O=C(Nc1ccc(Cl)cc1F)c1cc(S(=O)(=O)N2CCCCC2)ccc1F | -12 | 1.1
CCOC(=O)c1ccccc1NS(=O)(=O)c1ccc(C)cc1 | 2 | 0.98
COC(=O)c1ccc2c(c1O)C(=O)c1ccccc1C2=O | 11 | 0.89
CCOC(=O)CCc1c(C)c2ccc(OCc3nn[nH]n3)cc2oc1=O | -11 | 1.1
O=C(NCc1ccccn1)NC12CC3CC(CC(C3)C1)C2 | -6 | 1.1
COc1ccc(CN2C(CC(=O)Nc3cccnc3)c3ccc(C(F)(F)F)cc3S2(=O)=O)cc1 (configuration not stated) | 2 | 0.98
O=C(CC12CC3CC(CC(C3)C1)C2)Nc1ccc2c(c1)COC2=O | 4 | 0.96
O=c1c2ccccc2nnn1CSc1nnc(-c2cccs2)n1Cc1ccccc1 | 5 | 0.95
CC(C)N(C(=O)[C@H]1C[C@H](CC(=O)NCCCn2ccnc2)C(=O)N2CCc3c([nH]c4ccc(Cl)cc34)[C@]12C)C(C)C | -13 | 1.1
O=C(Nc1ccc(F)cc1)Nc1cc(OCC(F)(F)F)cc(OCC(F)(F)F)c1 | -111* | 2.1*
O=C(ONC1=NCCCCC1)c1c(F)cccc1F | 4 | 0.96
CN1CCN(C(=O)c2ccccc2NC(=O)C(C)(C)C)CC1 | 3 | 0.97
COc1ccc(C2C(C(C)=O)=C(O)C(=O)N2c2cccnc2)cc1OC (configuration not stated) | 11 | 0.89
O=C(Nc1cccn(Cc2ccc(F)cc2)c1=O)NC1CCCCC1 | 4 | 0.96
COc1cccc(N2C(=O)CC(c3c[nH]c4ccccc34)C2=O)c1 (configuration not stated) | 8 | 0.92
COc1ccc(CNC(=O)C2CCCN2C(=O)NC2CCCCC2)cc1 (configuration not stated) | -6 | 1.1
COc1cccc(-c2cc(C(=O)Nc3cc(C)nn3-c3ccccc3)no2)c1 | -10 | 1.1
CC1=C(/C=C/C(=O)O)C(C)(C)CCC1 | -1 | 1
c1ccc(-c2nnc(OCCN3CCOCC3)c3ccccc23)cc1 | 7 | 0.93
COc1cc(NC(=O)C2CCCCC2)c(OC)cc1NC(=O)c1ccco1 | 4 | 0.96
COC(=O)c1ccc(Nc2cc(C)nc3ncnn23)cc1 | -4 | 1
COc1ccc(NC(=O)Nc2ccc3c(c2)C(=O)N([C@@H](C)CO)C[C@@H](C)[C@@H](CN(C)S(=O)(=O)c2cccs2)O3)cc1 | -76 | 1.8
c1ccc(-n2cnnc2SCc2cn3ccsc3n2)cc1 | 4 | 0.96
COC(=O)[C@@]1(Cc2ccccc2)[C@H]2C(=O)N(C)C(=O)[C@H]2[C@H]2CN=C(SCc3ccc(C)cc3)N21 | -1 | 1
O=C(Nc1cccn2ncnc12)C(Cl)Cl | -4 | 1
FC(F)(F)c1cc(-c2ccccc2)nc(NC2CCCC2)n1 | 8 | 0.92
O=c1ccc(NS(=O)(=O)c2ccccc2)cn1Cc1ccc(Cl)c(Cl)c1 | 3 | 0.97
COc1ccc2[nH]c3c(c2c1)CCN1C(=O)C(CC(=O)NCC24CC5CC(CC(C5)C2)C4)C[C@H](C(=O)N2CCOCC2)[C@@]31CCC1CCCC1 (some centres not stated) | 0 | 1
COc1ccc(N[C@@H]2CCN3C(=O)c4ccccc4[C@@H]3C[C@H]2O)cc1 | 3 | 0.97
COc1ccc(CNC(=O)C[C@H]2C[C@H](C(=O)N3CCCCC3)[C@@]3(C)c4[nH]c5cc(CCC(=O)N(C)C)ccc5c4CCN3C2=O)cc1OC | 8 | 0.92
CCCN1C2CCCC1CC(NC(=O)c1ccccc1F)C2 (configuration not stated) | -14 | 1.1
Cc1cc(C)nc(SCc2nc(N)nc(-c3ccccc3O)n2)n1 | 6 | 0.94
CC(C)Cn1cc(C(=O)NC2CCN(Cc3ccccc3)CC2)c2c3ccccc3n(C)c2c1=O | 11 | 0.89
CCN(CC(=O)NCc1ccc(F)cc1)Cc1nc2ccccc2c(=O)[nH]1 | -14 | 1.1
Cc1sc2ncn(CC(=O)NCCc3ccccc3)c(=O)c2c1C | -1 | 1
FC(F)Sc1ccc(NC(=S)NC2CCC(NC(=S)Nc3ccc(SC(F)F)cc3)CC2)cc1 (configuration not stated) | -135* | 2.4*
CCCCOC(=O)C1=C(C)Nc2nnnn2C1c1ccccc1Cl (configuration not stated) | 1 | 0.99
C[C@H](CO)N1C[C@H](C)[C@@H](CN(C)S(=O)(=O)c2cccs2)Oc2ccc(NC(=O)NC3CCCCC3)cc2C1=O | -160* | 2.6*
COc1cc(C(=O)N/N=C\c2ccccc2)c([N+](=O)[O-])c(OC)c1OC | 7 | 0.93
Cc1cccc(N2CCN(C(=O)Cc3cn(C)c4ccccc34)CC2)c1C | 6 | 0.94
Cn1c(-c2ccc(F)cc2)cnc1NCc1cccc(F)c1 | 10 | 0.9
c1cc(CSc2nnc(-c3ccc4c(c3)OCO4)o2)ccn1 | 5 | 0.95
CCN(CC)C(=O)C1CCCN(c2ccc([N+](=O)[O-])cc2/C=N/NC(=O)c2cccc(Br)c2)C1 (configuration not stated) | -3 | 1
CCOc1ccccc1-c1nc(-c2ccc(NC(=O)Cc3ccccc3OC)cc2)no1 | 22 | 0.78
C=CCn1c(SCC(=O)Nc2cc(C)ccc2C)nnc1-c1cnccn1 | 1 | 0.99
Continued.
SMILES | mouse IAP activators | mouse IAP activators Fold change
COc1ccccc1C(OC(=O)c1ccco1)C(=O)NC(C)(C)C (configuration not stated) | 5 | 0.95
COc1ccc(C2=NOC(Cn3nc(-c4ccccc4)cc3C(=O)NCc3cccc(C(F)(F)F)c3)C2)cc1 (configuration not stated) | -84 | 1.8
C[C@]12c3[nH]c4cc(-c5ccco5)ccc4c3CCN1C(=O)[C@@H](CC(=O)NCCCn1ccnc1)C[C@@H]2C(=O)N1CCOCC1 | -9 | 1.1
CCCN(CCC)C(=O)Cn1c(=O)n(CCC(=O)NCCc2ccccc2)c(=O)c2ccccc21 | -6 | 1.1
Nc1ncnc2c1ncn2[C@@H]1O[C@H](CNCC(O)CO)[C@@H](O)[C@H]1O (some centres not stated) | 2 | 0.98
Cc1cc(C)nc(SC2=CS(=O)(=O)c3ccccc32)n1 | 2 | 0.98
O=C(O)C1Nc2c(O)cccc2C2C=CCC12 (configuration not stated) | 86 | 0.14
CCn1nnnc1-c1ccc(OC)c(S(=O)(=O)N2CCCCC2)c1 | 7 | 0.93
COc1cc(S(=O)(=O)NCCN2CCOCC2)c(OC)cc1Cl | 2 | 0.98
Cn1c2c(c(=O)n(C)c1=O)C(CC(=O)Nc1ccccc1)C(=O)N2 (configuration not stated) | 2 | 0.97
CCc1cc2c(NC(C(=O)O)C(C)C)ncnc2s1 (configuration not stated) | 9 | 0.91
Cc1cccc(-c2c3c(=O)n(C)c(=O)n(C)c3c3cccnn23)c1 | 5 | 0.95
Cc1cccc(-c2nnc(SCc3ccccc3)o2)c1 | -5 | 1.1
N=c1n(CCO)c2ccccc2n1CCOc1ccccc1 | -1 | 1
CC(=O)N1CCN(c2ccc(NC(=O)c3ccc(C)cc3)cc2)CC1 | 18 | 0.82
CCOC(=O)c1oc2ccccc2c1CN1CCN(c2ccccc2)CC1 | 7 | 0.93
C[C@]12c3[nH]c4cc(-c5ccco5)ccc4c3CCN1C(=O)[C@@H](CC(=O)NCCC1=CCCCC1)C[C@@H]2C(=O)N1CCOCC1 | -11 | 1.1
Cc1cccc(N2O[C@H]3C=CC2CCCC3)n1 | -2 | 1
CC(=O)Nc1ccc(-c2nc3c(C)cccc3[nH]2)cc1 | 1 | 0.99
Nc1nc(CN2CCN(Cc3ccccc3)CC2)nc(Nc2ccc3c(c2)OCCO3)n1 | -1 | 1
CCOC(=O)C1=C(C)c2ccccc2OC1(CC)C(=O)OCC (configuration not stated) | -7 | 1.1
Cn1c(COc2ccc3ccccc3c2)nnc1SCC(=O)O | 5 | 0.95
Cc1c(C(=O)N2CCN(c3ncccn3)CC2)sc2nc3n(c(=O)c12)CCCC3 | -11 | 1.1
Cc1nc(S/C(=C/c2ccc(-c3ccc(C(=O)O)cc3)o2)C(=O)O)n[nH]1 | 45 | 0.55
O=C(CCN1C(=O)C2CC=C(Cl)CC2C1=O)N1CCCCC1 (configuration not stated) | 8 | 0.92
CN1CCN(S(=O)(=O)NC[C@H]2O[C@@H](n3cnc4c(N)ncnc43)[C@H](O)[C@@H]2O)CC1 | -13 | 1.1
COC(=O)[C@H](Cc1ccc(O)cc1)NC(=O)Cn1cnc2c(NCc3ccccc3)ncnc21 | -8 | 1.1
N#Cc1ccccc1OCC(=O)Nc1c(C(=O)C2CC2)oc2ccccc12 | 8 | 0.92
COc1ccccc1/C=C/CN1CCC(n2nccc2NC(=O)CCc2ccccc2)CC1 | -121* | 2.2*
O=[N+]([O-])c1ccc(N/N=C/c2c[nH]c3ccccc23)cc1 | 22 | 0.78

Laid out differently: entries from further up.
Order of results: mouse IAP activators	mouse IAP activators Fold change
COc1ccc2[nH]c3c(c2c1)CCN1C(=O)C(CC(=O)NCC24CC5CC(CC(C5)C2)C4)C[C@H](C(=O)N2CCOCC2)[C@@]31CCC1CCCC1 (some centres not stated)
    0	1
COc1ccc(NC(=O)Nc2ccc3c(c2)C(=O)N([C@@H](C)CO)C[C@@H](C)[C@@H](CN(C)S(=O)(=O)c2cccs2)O3)cc1
    -76	1.8
FC(F)(F)c1cc(-c2ccccc2)nc(NC2CCCC2)n1
    8	0.92
CC(C)N(C(=O)[C@H]1C[C@H](CC(=O)NCCCn2ccnc2)C(=O)N2CCc3c([nH]c4ccc(Cl)cc34)[C@]12C)C(C)C
    -13	1.1
COc1cc(S(=O)(=O)NCCN2CCOCC2)c(OC)cc1Cl
    2	0.98

Following part.
SMILES | mouse IAP activators | mouse IAP activators Fold change
COc1ccc(Cc2nnc(NC(=O)C3CCCO3)s2)cc1OC (configuration not stated) | -1 | 1
CCCc1cc(=O)oc2cc(C)cc(OCC(=O)O)c12 | -8 | 1.1
COc1ccc2nc3oc(C(=O)Nc4ccc(OC)c(OC)c4)cc3cc2c1 | -6 | 1.1
Cn1cc(/C=N/n2cnc3sc4c(c3c2=O)CCCC4)c2ccccc21 | -8 | 1.1
Cc1nc2ccccc2n1CCCOc1ccccc1 | 6 | 0.95
CCOC(=O)C1CCCN(C(=O)c2c(-c3ccccc3Cl)noc2C)C1 (configuration not stated) | 1 | 0.99
O=C(CSc1nnc(-c2ccccc2)n1Cc1ccccc1)N1CCCC1 | -6 | 1.1
COc1ccc(OC)c(NC(=O)CCN2CCCCC2)c1 | 1 | 0.99
COC(=O)c1ccc(N(C(=O)c2ccco2)C(C(=O)NC2CCCC2)c2ccco2)cc1 (configuration not stated) | 4 | 0.96
CC1=C(Sc2ccccn2)C(=O)NC(C)(C)C1 | 8 | 0.92
Cc1[nH]c2ccc(-c3nnc(SCC(=O)c4ccc(F)cc4)o3)cc2c1C | 6 | 0.94
CCOC(=O)C1=C(NC(=S)NC(=O)c2ccccc2)c2ccccc2CC1C(C)C (configuration not stated) | 7 | 0.93
COc1ccc(N=c2oc3ccc(OC)cc3cc2-c2nc3ccccc3[nH]2)cc1 | 12 | 0.88
O=C(N/N=C/CCc1ccccc1)c1ccccc1 | 0 | 1
CN(C(=O)c1ccc2c(c1)OCO2)C1(C(=O)NC2CCCC2)CCCCC1 | -4 | 1
CCC(C)(C)NC(=O)C(c1ccc(C)cc1)N(Cc1cccnc1)C(=O)c1csnn1 (configuration not stated) | 3 | 0.97
Nc1cccc(-n2nncc2-c2ccccc2)c1 | -2 | 1
Cc1cc(C(F)F)n2ncc(C(=O)N3CCC(C(N)=O)CC3)c2n1 | 3 | 0.97
CS(=O)(=O)N(CCc1ccccc1)CC(=O)N1CCc2ccccc2C1 | 1 | 0.99
O=C(NC1=NCCS1)C1CC(=O)N(c2ccccc2)C1 (configuration not stated) | 9 | 0.91

Arranged by heavy-atom count (descending): 3 of the compounds above
SMILES | mouse IAP activators | mouse IAP activators Fold change
COc1ccc(N=c2oc3ccc(OC)cc3cc2-c2nc3ccccc3[nH]2)cc1 | 12 | 0.88
CN(C(=O)c1ccc2c(c1)OCO2)C1(C(=O)NC2CCCC2)CCCCC1 | -4 | 1
O=C(N/N=C/CCc1ccccc1)c1ccccc1 | 0 | 1

The list continues:
SMILES | mouse IAP activators | mouse IAP activators Fold change
O=C(Nc1ccc2nc(-c3ccccn3)[nH]c2c1)C1CCCCC1 | 5 | 0.95
O=c1[nH]c(CN2CCc3ccccc32)nc2scc(-c3cccs3)c12 | 28 | 0.72
CCN(CC)CCCNC(=O)Cc1c(C(=O)O)n(C)c2ccccc12 | -7 | 1.1
Cc1cc(C(F)F)n2nc(C(=O)O)nc2n1 | -2 | 1
O=C(O)Cc1sc(-c2ccc(Cl)cc2)nc1-c1ccccc1 | 4 | 0.95
